KCNK9 block: human KCNK9 channel inhibition; 310,000 compounds, 1.2% hits; Q9NPC2; HEK293 KCNK9, FluxOR thallium flux fluorescence; active compounds read low; B-score at 10 µM;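 active = ratio B-score over 3 SD below the library mean, with starting fluorescence within 5 SD of its mean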;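 note: negative B-score means less thallium flux so channel inhibition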
KCNQ1 act: potentiates or activates the human KCNQ1 potassium channel | 310,000 compounds, 0.35% hits | AID 2648 | CHO-K1 KCNQ1, thallium flux FluxOR fluorescence; active compounds read high | P51787 | B-score at 10 µM;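 active = fluorescence ratio B-score, a plate-corrected score, at least three library SD, with initial intensity B-score within 5 SD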
Target sequence (P51787 whole entry, looked up): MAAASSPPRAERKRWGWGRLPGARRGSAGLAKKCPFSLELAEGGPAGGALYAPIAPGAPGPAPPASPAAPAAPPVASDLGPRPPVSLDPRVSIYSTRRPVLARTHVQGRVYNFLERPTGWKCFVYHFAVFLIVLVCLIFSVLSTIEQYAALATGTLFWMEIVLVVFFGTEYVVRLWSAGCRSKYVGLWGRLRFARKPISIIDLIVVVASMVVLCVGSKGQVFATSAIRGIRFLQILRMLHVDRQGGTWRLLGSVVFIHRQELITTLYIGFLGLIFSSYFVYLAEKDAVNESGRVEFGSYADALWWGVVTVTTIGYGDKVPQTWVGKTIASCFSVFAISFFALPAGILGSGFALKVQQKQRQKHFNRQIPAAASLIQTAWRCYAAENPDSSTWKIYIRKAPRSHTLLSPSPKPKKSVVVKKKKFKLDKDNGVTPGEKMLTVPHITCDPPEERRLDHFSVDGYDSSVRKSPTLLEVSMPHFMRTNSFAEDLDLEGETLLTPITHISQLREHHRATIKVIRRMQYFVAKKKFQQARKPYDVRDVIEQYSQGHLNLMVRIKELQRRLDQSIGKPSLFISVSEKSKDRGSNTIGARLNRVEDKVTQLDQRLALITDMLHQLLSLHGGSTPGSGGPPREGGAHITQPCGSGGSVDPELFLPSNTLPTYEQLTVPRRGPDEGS
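Material: CHO-K1 cells stably expressing KCNQ1. Medium: assay buffer for compound exposure, DMSO matched across wells. Reagent: K+/Tl+ depolarizing stimulus. Compound dosing: single-concentration screen. Times: 37 °C overnight plating, 90-min dark dye load, 20-min compound pretreatment. Technique: FluxOR Tl+ flux fluorescence.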
GSK3A inh: inhibitors of human GSK-3 alpha kinase | 320,000 compounds, 0.1% hits | P49840 | inhibition, % at 10 µM | ADP-Glo luminescence, 60 min;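 in the data active = inhibition above about 50%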;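 note: GST-tagged GSK-3 alpha with peptide substrate and 25 µM ATP; 0% = DMSO neutral wells and 100% = GW8510 positive control wells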
GSK3B inh: blocks human GSK3beta kinase activity; P49841; GST-GSK3beta kinase, ADP-Glo luminescence, 60 min; active compounds read low; activity score (negative = inhibition), % at 10 µM; 300,000 compounds, 0.038% hits;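 active = more than half of replicate wells score below -50%, meaning over 50% inhibition versus plate controls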;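 note: 0% = median DMSO wells and -100% = median GW8510 positive control wells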
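Test system: GST-fused GSK3beta enzyme, cell-free | Quantity: 1.6 ng GST-GSK3beta enzyme per well | Reagent: 25 µM ATP with peptide substrate | Schedule: 60 min enzyme reaction, room temperature | Signal: Luminescent ADP-Glo measurement of ADP formed | Read-out basis: Score relative to plate controls | Control set: DMSO and 20 µM GW8510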
KCNQ1 inh: blocks the human KCNQ1 potassium channel | CHO-K1 KCNQ1, FluxOR thallium flux fluorescence; active compounds read high | B-score at 10 µM | 310,000 compounds, 1.3% hits | P51787;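 active = compounds whose thallium flux B-score, printed positive for inhibition, exceeds three library SD while starting fluorescence stays within three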;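 note: channel opened by potassium depolarization with thallium stimulus after 20 min compound exposure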
hERG protect: hERG (human) protection from proarrhythmic block | CHO-hERG, FluxOR thallium flux, dofetilide IC70 present | 310,000 compounds, 0.51% hits | Q12809 | activation (rescue from dofetilide block), less the hit threshold, % at 10 µM;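 active = activation above the mean of controls blocked by dofetilide plus 5 SD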;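 note: thallium influx through hERG after potassium depolarization seen as dye fluorescence rise; in these data hits start at about 4.7%; inactives centre near -7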
RGS4 block: human RGS4 inhibition. P49798. HEK293 M3R/RGS4 inducible, Fluo-4 calcium flux; active compounds read high; triggered by carbachol at its EC20. B-score at 10 µM. 310,000 compounds, 0.45% hits. AID 463165;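 active = B-score, a plate-corrected calcium signal, over three deviations above library mean, with baseline fluorescence within five deviations of library mean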;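 note: RGS4 expression induced by doxycycline in cells with stable M3 receptor; B-score is computed from the integrated fluorescence ratio over baseline after carbachol; higher B-score means a larger calcium signal and so more RGS4 inhibition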
Target sequence (P49798 whole entry, looked up): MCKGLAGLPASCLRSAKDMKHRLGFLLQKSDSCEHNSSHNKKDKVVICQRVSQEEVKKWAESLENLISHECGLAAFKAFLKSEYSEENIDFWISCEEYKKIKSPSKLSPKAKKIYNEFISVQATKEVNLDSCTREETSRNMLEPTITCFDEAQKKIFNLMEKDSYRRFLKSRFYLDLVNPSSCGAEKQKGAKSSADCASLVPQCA
KCNK3 block: human KCNK3 channel inhibition, primary screen; O14649; CHO-KCNK3 thallium flux, FluxOR fluorescence; active compounds read low; B-score at 10 µM; 340,000 compounds, 0.84% hits; AID 602410;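 active = B-score under library mean minus 4 SD, starting fluorescence ratio at most library mean plus 5 SD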;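 note: more negative B-score means stronger inhibition of thallium flux through KCNK3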
Dyrk1A ADPGlo: inhibitors of rat Dyrk1A kinase | Q63470 | ADP-Glo luminescence, NFATc1 peptide | inhibition, % at 12.5 µM | 310,000 compounds, 0.43% hits | AID 504441; in the data active = inhibition above about 50%;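 note: plate controls were vehicle with enzyme for no effect and no enzyme for full effect; many of its hits are not listed in these tables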
PolyA inhibitor: inhibitors of polyadenylation in S. cerevisiae | S. cerevisiae SKY197-pL101 polyadenylation reporter, beta-gal luminescence; efflux-impaired pdr1/pdr3 knockout yeast; score 100 = 6 SD above DMSO | 300,000 compounds, 0.02% hits | calls only at 12 µM;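 active = lowest replicate activity score at least 50, where 100 means six control SD above control mean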;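 note: yeast exposed to compound for 9 h at 30 °C; higher score means more reporter readthrough which indicates perturbed polyadenylation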
RGS4 pot: RGS4 potentiation or activation. AID 463111. 310,000 compounds, 0.92% hits. B-score at 10 µM. HEK293 M3R/inducible RGS4, carbachol calcium flux Fluo4; active compounds read low;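 active = B-score of the integrated calcium signal more than 4 SD below the library mean, with starting fluorescence not abnormally high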;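 note: negative B-score means reduced calcium response which marks RGS4 activation or potentiation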
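System – HEK293 FlpIn-TREx cells, stable M3R, doxycycline-inducible RGS4 · Reagent – ECmax carbachol challenge · Times – compound preincubation 20 min at room temperature before agonist · Technique – Fluo4 fluorescence kinetic imaging of calcium · Measure – B score of integrated Fluo4 ratio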
Numbers without * were called inactive; i = inactive; / = no result given. This is a subset (hit frequency here may not be typical).

Every second line gives: KCNK9 block, KCNQ1 act, GSK3A inh, GSK3B inh, KCNQ1 inh, hERG protect, RGS4 block, KCNK3 block, Dyrk1A ADPGlo, PolyA inhibitor, RGS4 pot
CC(C)(C)c1nc(Sc2ncccc2[N+](=O)[O-])n[nH]1
 : i, i, -1, 2, i, -7, i, i, 5, i, i
COc1cc(NC(=O)c2cccc(Cl)c2)ccc1NC(=O)c1cccs1
 : i, i, 0, 1, i, -5, i, i, -9, /, i
CNc1nc(C)c(C(=O)c2ccc(Cl)cc2)s1
 : i, i, -3, 2, i, -4, i, i, 13, i, i
O=C(O)CCCCCNc1ccc2nsnc2c1[N+](=O)[O-]
 : i, i, 5, -2, i, -3, i, i, -2, i, i
CCOC(=O)COc1ccc2c(c1)C(=O)CC(C)(c1cccnc1)O2 (configuration not stated)
 : i, i, -2, -1, i, -8, i, i, 0, i, i
COc1ccc(C=C(C#N)C#N)c(CSc2ccccn2)c1
 : i, i, -2, 1, i, -1, i, i, 2, i, i
COc1ccc(/C(C)=N/NC(=O)C2C3CCCCC32)c(OC)c1 (configuration not stated)
 : i, i, /, -1, i, -6, i, i, -4, i, i
Cc1sc(NC(=O)c2ccccc2)c(C(c2ccccn2)N2CCN(CCO)CC2)c1C (configuration not stated)
 : i, i, 0, 2, i, -10, i, i, -1, i, i
O=c1c2c(nc3cc(-c4cccc(F)c4)[nH]n13)CCC2
 : i, i, -2, 2, i, -6, i, i, 1, i, i
Cc1ccc(NC(=O)c2cccs2)cc1[N+](=O)[O-]
 : i, i, 2, 0, i, -9, i, i, 5, i, i
Cc1cccc(NC(=O)C2CCN(S(=O)(=O)c3cccc4cccnc34)CC2)n1
 : i, i, -4, 3, i, -3, i, i, 3, i, i
COC(=O)c1sccc1NC(=O)CSCC(=O)O
 : i, i, 1, 2, i, -5, i, i, 0, i, i
CC(=O)c1sc(Nc2cccc3ccccc23)nc1C
 : i, i, -1, -5, i, -6, i, i, 0, i, i
CCC(C)N1CCN(S(=O)(=O)c2ccc3ccccc3c2)CC1 (configuration not stated)
 : i, i, -3, -2, i, -5, i, i, -4, i, i
Cc1cccc(N2C(=S)NC3c4ccccc4OC2(C)C3C(=O)N(C)C)c1 (configuration not stated)
 : i, i, -4, -2, i, -10, i, i, /, i, i
Nc1nc2n(n1)C(c1c(F)cccc1Cl)CC(c1ccc(F)cc1)N2 (configuration not stated)
 : i, i, 0, 2, i, -2, i, i, 1, i, i
Cc1nn(C)cc1CN(C)C(=O)c1sc2cccc(Cl)c2c1Cl
 : i, i, -1, 4, i, -11, i, i, 13, i, i
CCCCNc1nc2c(c(=O)[nH]c(=O)n2C)n1CCOc1ccccc1
 : i, i, 1, 4, i, -2, i, i, -5, i, i
CN(C)c1ccc(/C=C(\C#N)C(=O)NCc2ccco2)cc1
 : i, i, /, -1, i, -5, i, /, /, i, i
COc1cc2c(cc1OC)CN(C(=O)CN1CCN(S(=O)(=O)c3ccc(C)c(C)c3)CC1)CC2
 : i, i, -3, -3, i, -12, i, i, 3, i, i
NS(=O)(=O)c1ccc(CNC(=O)Cc2c(F)cccc2Cl)cc1
 : i, i, -2, 0, i, -3, i, i, -7, i, i
COc1ccccc1OCC(=O)N(Cc1nnc(-c2ccccc2Cl)o1)C1CC1
 : i, i, -4, -2, i, -13, i, i, -5, i, i
CCOC(=O)c1c(C)[nH]c(C)c1C(=O)COC(=O)CNC(=O)c1ccc(OCC)cc1
 : i, i, -3, -36, i, -6, i, i, -2, i, i
N#Cc1c(N)sc2c1CCN(C(=O)OCc1ccccc1)C2
 : i, i, 0, -3, i, -9, i, i, /, i, i
CN1CCc2ccc(NC(=O)c3ccc(C(F)(F)F)cc3)cc2C1
 : i, i, -2, 2, i, -3, i, i, 2, i, i
CN(C(=O)COc1ccccc1)C1CCS(=O)(=O)C1 (configuration not stated)
 : i, i, -8, -4, i, -5, i, i, -3, i, i
Cc1cccc(NC(=O)CSCC(=O)Nc2cc(S(=O)(=O)N3CCOCC3)ccc2N2CCCC2)c1
 : i, i, -4, -1, i, -5, i, i, 2, i, i
O=C(NNC(=O)c1ccccc1-c1ccccc1C(=O)O)c1ccccc1
 : i, i, -2, 1, i, -6, i, i, -3, i, i
Cc1ccc(C(=O)N/N=C\C=C\c2ccc(Br)cc2)cn1
 : i, i, -2, -3, i, -8, i, i, -3, i, i
CC1(C)Oc2ccc(C(=O)NC3CCCCC3)cc2N(CC#N)C1=O
 : i, i, 0, 0, i, -4, i, i, 5, i, i
CC(C)NC(=O)c1cc2c(=O)n3ccccc3nc2s1
 : i, i, -1, 2, i, -3, i, i, -5, i, i
Cc1cc(C(=O)CSc2nnnn2C)c(C)n1Cc1ccco1
 : i, i, -2, 0, i, -3, i, i, -7, i, i
CCOC(=O)c1ccc(NC(=O)C2CC(=O)Nc3nc4ccccc4n32)cc1 (configuration not stated)
 : i, i, -3, 0, i, -6, i, i, -6, i, i
Cc1ccc(S(=O)(=O)NC(=O)COc2ccc([N+](=O)[O-])cc2)cc1
 : i, i, -4, 1, i, 0, i, i, -5, i, i
CCCSc1nnc(-c2c[nH]c3ccccc23)n1C
 : i, i, -2, 0, i, -7, i, i, -1, i, i
CC(=O)Nc1ccc2nc(SCC(=O)N3CCOCC3)sc2c1
 : i, i, -2, -2, i, -3, i, i, 2, i, i
Cc1ccc(C(=O)CSc2nnc(CNc3ccc(C)cc3C)o2)cc1
 : i, i, -1, 1, i, -15, i, i, -3, i, i
O=C(N/N=C/c1cccnc1)c1cccs1
 : i, i, 2, 5, i, -7, i, i, 8, i, i
CCN(CC)Cc1c(C(=O)OC(C)C)nnn1-c1nonc1N
 : i, i, 4, 1, i, -7, i, i, -1, i, i
COC(=O)c1ccc(COC(=O)C2CCN(S(=O)(=O)c3c(Cl)cccc3Cl)CC2)o1
 : i, i, -2, 0, i, -8, i, -11*, -7, i, i
CC1=CCC2(CO)COC(c3ccccc3O)C1C2 (configuration not stated)
 : i, i, -1, 0, i, -3, i, i, 4, i, i
CCOC(=O)C1=C(C)NC(=O)NC1c1c(C)nn(-c2ccccc2)c1Cl (configuration not stated)
 : i, i, 3, 3, i, -7, i, i, -4, i, i
COc1ccc(-c2cc(C(F)(F)F)n3nc(C)cc3n2)cc1
 : i, i, 3, 3, i, -14, i, i, 17, i, i
CCOC(=O)C1=C(NC(=O)c2ccc(Br)o2)Nc2ccccc2N=C1
 : i, i, 1, 5, i, -10, i, i, 1, i, i
Cc1cc(C)cc(OCC(=O)Nc2cccc(-c3nnc(-c4ccco4)o3)c2)c1
 : -10*, i, 0, 1, i, -28, i, -12*, 9, i, -7.6*
CCN(CC)S(=O)(=O)c1cccc(C(=O)OCC(=O)C23CC4CC(CC(C4)C2)C3)c1
 : i, i, 5, 2, i, -15, i, i, -1, i, i
CCC(C)/C(C)=N/NC(=O)c1ccccc1OCCOc1ccccc1 (configuration not stated)
 : i, i, 1, 1, i, -11, i, i, -7, i, i
COc1ccc(/C=c2\s/c(=C(/C#N)C(=O)NCc3ccco3)n(-c3ccccc3)c2=O)cc1
 : i, i, -2, -6, i, -4, i, i, -11, i, i
CC(=O)c1ccc(NC(=O)Cc2ccsc2)cc1
 : i, i, -1, /, i, -3, i, i, -6, i, i
COc1ccc(C(=O)NC2CC2)cc1OC1CCN(Cc2ccc(F)cc2)CC1
 : i, i, 1, 0, i, -4, i, i, 3, i, i
COc1cc(NC(=O)C2CCCN(S(=O)(=O)c3ccc4c(c3)CCCN4C(C)=O)C2)cc(OC)c1 (configuration not stated)
 : i, i, 2, 0, i, -7, i, i, /, i, i
CCCC(c1nnnn1CC1CCCO1)N1CCN(c2cc(Cl)ccc2C)CC1 (configuration not stated)
 : i, i, -1, -1, i, -8, i, i, 8, i, i
COc1cc(C(=O)NNC(=O)c2ccccc2Br)ccc1OCC(=O)N1CCOCC1
 : i, i, -2, -2, i, -16, i, i, /, i, i
CCN(CC)S(=O)(=O)c1ccc(/C=C/C(=O)Nc2ccc(Br)cc2F)cc1
 : i, i, -2, 2, i, -12, i, i, 2, i, i
O=C1CC(C(=O)O)S/C(=N\NC(=O)c2ccc(F)cc2)N1 (configuration not stated)
 : i, i, -2, 9, i, -1, i, i, /, i, i
CS(=O)(=O)c1ccc(-c2nn[nH]n2)cc1
 : i, i, -5, 5, i, -5, i, i, 4, i, i
Cc1nccn1CCOc1ccc(Cl)cc1
 : i, i, 2, -1, i, -5, i, i, 3, i, i
O=[N+]([O-])c1ccc(CN2CCN(c3ccc(Cl)cc3)CC2)o1
 : i, i, 6, /, i, -4, i, i, 1, /, i
Cc1ccc(C(=O)NC(=S)Nc2ccccc2N2CCCC2)cc1[N+](=O)[O-]
 : i, i, 1, -3, i, -6, i, i, -2, i, i
Cc1ccc(C(c2sc3ncnn3c2O)N2CCCCC2)cc1 (configuration not stated)
 : i, i, -1, 2, i, -12, i, i, 0, i, i

Additional records:
Every second line gives: KCNK9 block, KCNQ1 act, GSK3A inh, GSK3B inh, KCNQ1 inh, hERG protect, RGS4 block, KCNK3 block, Dyrk1A ADPGlo, PolyA inhibitor, RGS4 pot
Cc1ccc2c(c1)sc1nc(=O)ccn12
 : i, i, 4, /, i, 6.7*, i, i, 4, i, i
COc1ccc(NC(=O)NC2(C(=O)N3CCOCC3)CCCCC2)cc1
 : i, i, 2, 3, i, -11, i, i, 4, i, i
COc1cc(/C=N/NC(=O)Nc2ccccc2)ccc1OC(C)=O
 : i, i, 0, 1, i, -7, i, i, -5, i, i
Fc1ccccc1/C=N/n1c(COc2ccccc2)n[nH]c1=S
 : i, i, 5, 1, i, -7, i, i, 20, i, i
CC(C)Cc1nnc(NC(=O)CCS(=O)(=O)c2ccc(Cl)cc2)s1
 : i, i, 1, 0, i, -4, i, i, -3, i, i
CCOC(=O)c1nnn2c1nc(N1CCN(C)CC1)c1ccccc12
 : i, i, 14, -4, i, -2, i, i, /, i, i
Cc1cc(C)cc(C(=O)N(C)C2CCCN(Cc3ccccc3F)C2)c1 (configuration not stated)
 : i, i, -1, -1, i, -3, i, i, /, i, i
COCc1cc(CN2CCN(CCCc3ccccc3)C(CCO)C2)ccc1OC (configuration not stated)
 : i, i, 0, 4, i, -3, i, i, -1, i, i
